# HRP interference: HRP/luminol detection interference without ALR, dose response, artefact control for ALR inhibitor project, biochemical, luminescence, no ALR or DTT | AID 540356 | AC50 in µM for hits, for the others activity change, negative = inhibition, % at the top dose, mostly 10 µM | hit rate 15% among 2,500 | HRP/H2O2 luminol luminescence counterscreen, no ALR;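 active means signal-lowering compounds whose fitted half-maximal concentration AC50 is no higher than ten times their top tested concentration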;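 further: 0% = median of neutral control wells and -100% = median of quercitin 100 µM wells; many of its hits are not listed in these tables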
# The depositor's hits bear a star. This is a subset (hit frequency here may not be typical).
SMILES,HRP interference
O=C1NC(=O)C2(Cc3ccccc3N3CCCC32)C(=O)N1 (stereo unspecified),-4.0%
O=C(O)CCCc1ccc(N(CCCl)CCCl)cc1,-5.7%
NNC(=O)c1ccc(O)cc1,-18.2%
Cc1ccc(/C=C2\C(=O)NC(=O)N(Cc3ccccc3Cl)C2=O)o1,-6.1%
CN1Cc2cccnc2N(C)Cc2cc(Cl)ccc21,4.9%

# Grouped by structure: those above with a Cl atom.
SMILES,HRP interference
O=C(O)CCCc1ccc(N(CCCl)CCCl)cc1,-5.7%
Cc1ccc(/C=C2\C(=O)NC(=O)N(Cc3ccccc3Cl)C2=O)o1,-6.1%
CN1Cc2cccnc2N(C)Cc2cc(Cl)ccc21,4.9%

# Compound activity (PubChem BioAssay)
